Source: PubChem
LMPTP block: LMPTP phosphatase inhibitors, primary screen, biochemical, fluorescence intensity, uHTS. Low molecular weight phosphotyrosine protein phosphatase (Homo sapiens), P24666. recombinant LMPTP-A, OMFP fluorogenic substrate. inhibition, % at 20 µM. 0.22% of 360,000 active;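 active = compounds that cut the enzyme signal by at least half of the control window in the single-dose screen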;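 note: plate controls were DMSO wells with enzyme plus substrate for no effect and substrate without enzyme for full effect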
Target sequence (P24666 whole entry, looked up): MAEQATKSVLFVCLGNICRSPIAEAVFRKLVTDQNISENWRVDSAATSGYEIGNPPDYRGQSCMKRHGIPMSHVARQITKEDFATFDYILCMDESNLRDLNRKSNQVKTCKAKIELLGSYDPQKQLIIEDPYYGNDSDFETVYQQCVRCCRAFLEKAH
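Test system – LMPTP-A enzyme · Amount – LMPTP-A at 0.625 nM final in the reaction · Buffer or medium – Bis-Tris pH 6.0, DTT, detergent · Reagent – OMFP 400 µM · Doses – single 20 µM dose · Schedule – reaction 50 min, room temperature, dark · Detection – fluorescence intensity of OMFP turnover product · Evaluation – percent inhibition versus substrate-only and uninhibited controls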
NadD inh: inhibitors of S. aureus NadD, primary screen, biochemical, colorimetric, uHTS. inhibition, % at 20 µM. purified NadD enzyme, colorimetric absorbance read-out. AID 602399, 2012. 0.78% of 360,000 active; in the data active = inhibition above about 26%; note: some compounds past the cut are filed as inactive
Rpn11 inh: Rpn11 (PSMD14) deubiquitinase inhibitors, primary screen, biochemical, fluorescence polarization, uHTS | 26S proteasome non-ATPase regulatory subunit 14 (Homo sapiens), O00487 | AID 588493, 2011 | human 26S proteasome, Ub4-pepOG fluorescence polarization; 20S core pre-blocked with epoxomicin | calls only at 20 µM | 0.59% of 360,000 active;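 active = inhibition at 20 µM, scaled to each plate's controls, above about 33%, limit read from the data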
PABP1 MLLE inh: inhibitors of PABP1 MLLE–PAM2 peptide binding, primary screen, biochemical, fluorescence polarization, FITC-PAM2, GST-MLLE. AID 588489, 2011. Polyadenylate-binding protein 1 (Homo sapiens), P11940. 0.36% of 360,000 active. inhibition, % at 20 µM; in the data active = inhibition above about 35%, passing the limit was not always enough;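 note: plate controls were DMSO wells with GST-MLLE for no effect and wells lacking GST-MLLE protein for full effect; some results filed as inactive read as strong as hits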
TbMetRS inhib: T. brucei MetRS inhibitors, primary screen, biochemical, luminescence | purified T. brucei MetRS, ATP depletion, Kinase-Glo luminescence | 0.4% of 360,000 active | AID 624268, 2012 | inhibition, % at 11.9 µM;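 active = inhibition above a per-plate cutoff of the control wells' mean inhibition plus 3 SD, cut at about 5.5% in these data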;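 note: 0% = DMSO wells median and 100% = median of wells with control inhibitor compound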
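Dosing: 11.9 µM single point; system: parasite MetRS enzyme; technique: luminescence of leftover ATP; times: 15 min enzyme-compound preincubation, 2 h reaction, 10 min detection, 25 °C; replicates: each compound tested once; read-out basis: percent inhibition relative to median high and low control wells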
SUMO1 PPI mod: modulators of SUMO1 protein-protein interactions, primary screen, biochemical, uHTS; 0.33% of 360,000 active; Small ubiquitin-related modifier 1 (Homo sapiens), P63165; SUMO1 binding to a labelled peptide, TR-FRET, 1 h; inhibition, % at 20 µM; in the data active = inhibition above about 37%
Target sequence (P63165 whole entry, looked up): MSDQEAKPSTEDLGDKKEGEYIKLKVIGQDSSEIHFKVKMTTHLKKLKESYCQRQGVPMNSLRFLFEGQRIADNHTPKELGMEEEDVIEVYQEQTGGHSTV
STEP inh: STEP phosphatase inhibitors, primary screen, biochemical, fluorescence intensity, uHTS. inhibition, % at 20 µM. AID 588621, 2011. 0.25% of 360,000 active. Tyrosine-protein phosphatase non-receptor type 5 (Homo sapiens), P54829. recombinant STEP, OMFP fluorogenic substrate;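 active = inhibition at 20 µM, scaled per plate between control wells, above about 37%, limit read from the data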;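 note: 0% = DMSO with enzyme and substrate and 100% = substrate only without enzyme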
Target sequence (P54829 whole entry, looked up): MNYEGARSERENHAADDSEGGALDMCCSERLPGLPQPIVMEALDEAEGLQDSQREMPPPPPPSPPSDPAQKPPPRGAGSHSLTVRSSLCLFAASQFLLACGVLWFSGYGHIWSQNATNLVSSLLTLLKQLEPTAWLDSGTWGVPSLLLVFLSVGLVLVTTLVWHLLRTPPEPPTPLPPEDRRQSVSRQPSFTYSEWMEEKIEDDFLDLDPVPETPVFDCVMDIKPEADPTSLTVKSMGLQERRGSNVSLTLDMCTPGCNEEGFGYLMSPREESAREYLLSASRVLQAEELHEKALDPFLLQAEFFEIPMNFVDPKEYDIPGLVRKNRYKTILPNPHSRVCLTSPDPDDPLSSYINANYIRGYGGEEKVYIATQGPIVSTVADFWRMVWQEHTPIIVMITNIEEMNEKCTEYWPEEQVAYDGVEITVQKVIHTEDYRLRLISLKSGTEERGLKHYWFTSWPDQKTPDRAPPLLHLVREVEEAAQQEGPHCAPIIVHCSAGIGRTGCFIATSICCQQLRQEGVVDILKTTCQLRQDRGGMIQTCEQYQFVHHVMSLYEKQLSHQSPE
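medium = Bis-Tris buffer pH 6.0, 2.5 mM DTT, 0.005% Tween 20 | test system = STEP (striatal-enriched tyrosine phosphatase) enzyme, cell-free | measure = normalized % inhibition | compound dosing = 20 µM, 1% DMSO | also added = 25 µM OMFP | schedule = reaction 20 min, ambient temperature | measured by = fluorescence read at 480 nm ex / 540 nm em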
CSN deneddyl inh: inhibitors of CSN-mediated cullin deneddylation, primary screen, biochemical, fluorescence polarization, uHTS. 0.38% of 360,000 active. AID 651999, 2013. Purified CSN, SCF-Nedd8-OG deneddylation. inhibition, % at 12.5 µM. COP9 signalosome complex subunit 5 (Homo sapiens), Q92905;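 active = pattern-corrected inhibition above about 35%, with an unprinted fluorescence ratio check between 0.5 and 1.5, limit read from the data, passing the limit was not always enough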;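 note: 0% = enzyme with substrate and 100% = substrate without enzyme; some results filed as inactive read as strong as hits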
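Material: human Csn5 produced in HEK293T cells; Input: enzyme 0.24 nM; Reagent: SCFSkp2-Nedd8OG substrate at 10 nM final; Dosing: 12.5 µM compound; Incubation: 90 min reaction at room temperature; Detection: fluorescence polarization of the substrate; Evaluation: % inhibition of substrate cleavage by Csn5; Control set: substrate-only high control, full reaction low control.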
DNMT1 block: human DNMT1 methyltransferase inhibitors, primary screen, biochemical, molecular beacon, fluorescence, HinP1I cleavage, uHTS; DNA (cytosine-5)-methyltransferase 1 (Homo sapiens), P26358; inhibition (reported as % activation of signal), % at 10 µM; 0.83% of 360,000 active; in the data active = inhibition above about 50%
Scp-1 inhibitor: Scp-1 phosphatase inhibitors, primary screen, biochemical, colorimetric, uHTS; Carboxy-terminal domain RNA polymerase II polypeptide A small phosphatase 1 (Homo …; Recombinant Scp1, phosphopeptide, malachite green phosphate absorbance; inhibition, % at 20 µM; 0.88% of 340,000 active;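 active = inhibition above about 50% at 20 µM, limit read from the data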;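 note: plate controls were DMSO wells with enzyme for no effect and wells lacking enzyme for full effect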
Target sequence (Q9GZU7 76-261 limits assumed): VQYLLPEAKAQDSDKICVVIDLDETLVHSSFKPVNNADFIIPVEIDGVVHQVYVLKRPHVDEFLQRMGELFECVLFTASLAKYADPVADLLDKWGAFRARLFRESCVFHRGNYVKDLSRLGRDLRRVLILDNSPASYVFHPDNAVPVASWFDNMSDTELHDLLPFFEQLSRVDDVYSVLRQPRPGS
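Test system: SCP-1 phosphatase catalytic domain, residues 76-261 | Compound dosing: One concentration, 20 µM, with 1.0% DMSO | Schedule: 45 min room-temperature reaction, 5 min colour, 30 min stabiliser | Detection: Absorbance at 630 nm | Read-out basis: % inhibition of SCP-1 phosphate liberation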
The depositor's hits bear a star; i = inactive; / = no result given.

SMILES	LMPTP block	NadD inh	Rpn11 inh	PABP1 MLLE inh	TbMetRS inhib	SUMO1 PPI mod	STEP inh	CSN deneddyl inh	DNMT1 block	Scp-1 inhibitor
COc1cc(NC(=O)N2CCOCC2)cc(OC)c1	-1.2	5	i	10	-0.2	-3	-1	1	-4	-5
O=C(c1cccc(-c2nnc(-c3ccccc3)o2)c1)N1CCCCCC1	0.0	-3	i	9	-1.0	1	-2	-3	-3	-4
Cc1ccccc1C(=O)O/N=C(\N)Cc1cccs1	-0.3	-3	i	24	0.0	13	-1	3	0	-13
COc1ccc(NC(=O)C[C@@H]2C(=O)N(Cc3ccccc3)CC2(C)C)cc1	-0.2	4	i	1	-0.3	3	4	1	0	/
O=[N+]([O-])c1cccc(-c2nnc(C3CC3)o2)c1	-0.5	1	i	3	-0.6	-27	-3	-3	0	-4
CC(CCc1ccccc1)NC(=O)CSc1nc(N)cc(N)n1 (centres undefined)	0.2	2	i	-2	-1.1	2	-1	0	-4	3
O=P(c1ccccc1)(c1ccccc1)N(c1ccccc1)c1ccccc1	-1.2	0	i	-1	0.6	1	-1	1	7	-4
COC(=O)c1cccnc1N1CCN(c2ccccc2F)CC1	-1.0	-1	i	4	-0.4	2	0	-3	2	-8
COCCNc1ncnc2c1ncn2[C@H]1CN(Cc2ccc(OC)cc2)C[C@@H](CO)O1	1.9	4	i	-8	-0.5	1	0	-1	2	/
Cn1nc(C(=O)N2CCC(C(N)=O)CC2)c2c1-c1ccccc1SC2	-1.1	1	i	16	0.0	2	-1	-3	2	-10
COc1cccc(/C=N/Nc2cc(N3CCOCC3)ncn2)c1O	2.6	-3	i	2	-0.7	1	3	2	1	-15
Cc1cccc(C2c3c(n(C)c(=O)n(C)c3=O)N=C3c4ccccc4C(=O)C32)c1 (centres undefined)	1.0	3	i	-85	-0.8	-11	-1	-2	-8	7
C/C=C(\C)C(=O)N1CCC(C(=O)c2ccccc2)CC1	-0.5	-1	i	-7	-0.3	3	0	5	-2	-2
COc1ccc(SC[C@H](C)CN2CC[C@H](C)CCC2=O)cc1	0.0	-8	i	17	0.3	3	0	-2	1	-6
CCOCCCNC(=S)NCCc1ccccc1	-2.0	4	i	-61	0.0	1	-3	1	0	-10
CCC1Oc2ccccc2N(CC(=O)NCCN2CCc3ccccc3C2)C1=O (centres undefined)	-3.0	-10	i	-1	0.1	1	-1	6	2	10
CC(=O)c1nc(N2C(=O)CC(Cc3ccccc3)C2=O)sc1C (centres undefined)	0.1	0	i	-21	-0.5	0	2	-5	3	-4
CN(Cc1ccon1)C(=O)C1CCN(C2CCN(CCCc3ccccc3)CC2)CC1	4.4	-5	i	17	-0.1	-4	1	5	1	-10
CN(Cc1ccccc1OCCO)CC1CCCN(CCc2ccc(Cl)cc2)C1 (centres undefined)	0.7	-7	i	2	-0.2	0	0	0	0	1
CN(CC(=O)Nc1ccc(Cl)c(C(F)(F)F)c1)C(=O)COc1cccc2cccnc12	-2.3	3	i	-2	-0.1	-5	1	1	1	/
CCCCOc1nc(N)nc(-c2ccccc2)n1	-0.2	-1	i	-8	-0.2	2	3	0	-5	-5
Cn1nnnc1SCC(=O)c1ccc2c(c1)OCCO2	0.8	-3	i	-2	-0.4	-4	-4	-2	1	-11
CCCCCOC(=O)c1c(N)n(CCOC)c2nc3ccccc3nc12	1.3	0	i	0	0.4	5	2	-3	-15	0
C=CCn1c(=O)c(C(=O)OCC)c(O)c2ccccc21	-2.5	-1	i	-16	-0.1	3	0	0	1	1

Reprinted at random: 5 records from the list.
SMILES	LMPTP block	NadD inh	Rpn11 inh	PABP1 MLLE inh	TbMetRS inhib	SUMO1 PPI mod	STEP inh	CSN deneddyl inh	DNMT1 block	Scp-1 inhibitor
CCOCCCNC(=S)NCCc1ccccc1	-2.0	4	i	-61	0.0	1	-3	1	0	-10
CCCCOc1nc(N)nc(-c2ccccc2)n1	-0.2	-1	i	-8	-0.2	2	3	0	-5	-5
CC(=O)c1nc(N2C(=O)CC(Cc3ccccc3)C2=O)sc1C (centres undefined)	0.1	0	i	-21	-0.5	0	2	-5	3	-4
COc1ccc(SC[C@H](C)CN2CC[C@H](C)CCC2=O)cc1	0.0	-8	i	17	0.3	3	0	-2	1	-6
CN(Cc1ccon1)C(=O)C1CCN(C2CCN(CCCc3ccccc3)CC2)CC1	4.4	-5	i	17	-0.1	-4	1	5	1	-10

Additional structures follow.
SMILES	LMPTP block	NadD inh	Rpn11 inh	PABP1 MLLE inh	TbMetRS inhib	SUMO1 PPI mod	STEP inh	CSN deneddyl inh	DNMT1 block	Scp-1 inhibitor
C#CCNC(=O)C1=C[C@@H](C)[C@H](CCCO)[C@@H](OCC)O1	-0.6	-1	i	-1	-0.3	6	0	-3	0	-5
Cc1cc(OC(C)C(=O)NCC2CCC(C(=O)O)CC2)c2c(C)c(Cc3ccccc3)c(=O)oc2c1 (centres undefined)	-0.6	16	i	6	-2.3	-7	1	5	2	23
CCC1CCCCN1CCCNC(=O)CC1Oc2ccccc2NC1=O (centres undefined)	-2.2	-4	i	-9	-0.6	0	4	-3	2	6
O=C(CCNC(=O)c1ccc([N+](=O)[O-])cc1)NCC1COc2ccccc2O1 (centres undefined)	-1.1	-1	i	-7	-0.1	-33	-4	0	-1	-6
CC(O)(c1cccs1)C(C(=O)O)c1ccccc1 (centres undefined)	1.0	0	i	-4	0.0	2	-1	-1	-2	-10
CC(C)c1cc(Cn2c3ccccc3c(=O)n2C(C)Cn2cc(COc3ccccc3)nn2)on1 (centres undefined)	-0.7	/	/	/	0.0	5	/	-5	/	/
COc1ccc(OC(=O)N2C/C(=C/c3ccccc3)C(=O)/C(=C\c3ccccc3)C2)cc1	4.6	-4	i	-13	-0.3	5	1	29	33	-16
COC(=O)CCC1(C(N)=O)CCC(=O)c2ccccc21 (centres undefined)	-0.6	3	i	3	0.0	0	1	2	7	29
O=C(c1cc2ccccc2o1)c1cccs1	-0.4	-8	i	9	-0.7	-25	-1	2	1	-4
Cc1cc(Nc2ccccc2)n(CCO)n1	-1.8	2	i	-4	-1.5	2	-3	-2	1	-2
Cc1ccc2[nH]c(C(=O)N3CCCC(Nc4ccc(F)cc4)C3)cc2c1 (centres undefined)	2.5	7	i	-1	-0.8	-4	-1	5	-8	-3
COC(=O)C1=CN(c2cccc(OCc3ccccc3)c2)C(N)=C(C#N)C1c1cccc(F)c1 (centres undefined)	3.0	/	/	/	0.0	-3	/	1	/	/
COc1ccc(NC(=O)Cn2nnc(C(=O)NCc3ccc4c(c3)OCO4)c2N)c(OC)c1	-0.5	-5	i	-16	0.2	6	-1	0	-2	-9
COc1ccc(CC(=O)Nc2nncs2)cc1OC	-1.0	-1	i	3	-0.9	1	1	-3	1	0
CCc1c(C)nc(SCC(=O)N2CCCCC2)[nH]c1=O	-0.6	6	i	-4	-0.2	-3	0	1	2	-6
Cc1ccc(S(=O)(=O)NC(=O)NC2=NC(C)(C)N(c3ccc(Cl)c(Cl)c3)C(N)=N2)cc1	0.4	11	i	9	0.0	6	10	1	0	/
CCN(CC)S(=O)(=O)c1ccc(N2CCOCC2)c(NCC(=O)Nc2ccc(F)cc2)c1	0.7	-4	i	-2	22*	-1	-2	-8	0	0
Cc1cc(-n2c(C)cc(C(=O)CSc3ccc4c(c3)OCCO4)c2C)no1	0.7	-6	i	15	0.5	1	-2	4	-7	-11
O=C1Cc2cccc3cccc1c23	-1.5	1	i	7	-0.2	-12	-3	1	0	5
COc1ccc(S(=O)(=O)N2CCC(C(=O)NCCC(=O)NCc3cccnc3)CC2)cc1	0.1	-4	i	0	-0.5	0	0	0	2	/
Cc1nn(C)c(C(=O)Sc2cccc(Cl)c2)c1[N+](=O)[O-]	-0.9	-3	i	34	-0.2	6	-1	11	1	-11
COc1cccc(CNC(=O)[C@@H]2CCCN2C(=O)[C@H]2CCCCN2C(=O)c2c(F)cccc2F)c1	-2.4	-3	/	/	-1.4	-1	/	0	/	/
CSc1ccc(CN(C)Cc2cc(=O)oc3c(C)c(C)ccc23)cc1	1.0	6	i	-1	-2.2	7	0	-4	4	0
S=C(NCc1ccccn1)Nc1cccc(Cl)c1	-1.3	2	i	13	1.2	-4	2	-4	-2	10
COc1ccc(C(NC(=O)CN2C(=O)NC3(CCc4ccccc43)C2=O)c2ccccc2)cc1 (centres undefined)	1.6	6	i	-31	-0.3	0	0	-2	-6	-1
Cc1cccn2c(=O)c(/C=C(\C#N)C(N)=O)c(N3CCN(c4ccccc4)CC3)nc12	2.3	8	i	24	-1.1	-21	5	1	-3	-4
CC(=O)CC[N+](C)(C)C	-2.0	8	i	-137	0.2	-16	2	-2	5	24
Cc1cc2ncn(CCC(=O)NC3CCCC3)c2cc1C	-1.1	-3	i	-1	-1.0	4	-1	-4	-2	-4
CC(=O)Nc1ccc(S(=O)(=O)N2CCC(=O)Nc3ccccc32)cc1	-1.1	-10	i	-4	-0.1	-6	0	-5	3	-3
O=C(c1cnccn1)N1CCN(S(=O)(=O)c2cccc(Cl)c2)CC1	-1.2	-1	i	14	-0.2	5	3	2	3	-15
CCOc1ccc(CCNS(=O)(=O)c2cn(C)cn2)cc1OCC	-0.4	-5	i	1	-0.2	0	-2	2	-1	1
